Pol iota inh – blocks human DNA polymerase iota activity; Q9UNA4; Pol iota fluorescent replication assay, 10 min; Potency, µM (top dose mostly 115 µM), without a hit: at the highest dose activity, negative = inhibition, hits mostly inhibitors; actives 1% (n = 390,000); AID 588590
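Fluorescent replication assay read twice, at 0 min and 10 min after adding 50 nM (final) substrate. Enzyme (10 nM) and compounds were first incubated 15 min at room temperature; enzyme-free buffer wells were negative controls.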
BLM inh – Bloom syndrome helicase (human) inhibition; actives 0.2% (n = 350,000); Potency, µM (series often up to 56.1 µM), for inactives: at the top dose activity change, negative = inhibition, usual class: inhibitors; recombinant BLM DNA unwinding, fluorescence dequenching; P54132;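 further: plate controls were vehicle for no effect and no enzyme for full effect; nearly all actives have a fitted effect of over 35% in size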
Target sequence (P54132 whole entry, looked up): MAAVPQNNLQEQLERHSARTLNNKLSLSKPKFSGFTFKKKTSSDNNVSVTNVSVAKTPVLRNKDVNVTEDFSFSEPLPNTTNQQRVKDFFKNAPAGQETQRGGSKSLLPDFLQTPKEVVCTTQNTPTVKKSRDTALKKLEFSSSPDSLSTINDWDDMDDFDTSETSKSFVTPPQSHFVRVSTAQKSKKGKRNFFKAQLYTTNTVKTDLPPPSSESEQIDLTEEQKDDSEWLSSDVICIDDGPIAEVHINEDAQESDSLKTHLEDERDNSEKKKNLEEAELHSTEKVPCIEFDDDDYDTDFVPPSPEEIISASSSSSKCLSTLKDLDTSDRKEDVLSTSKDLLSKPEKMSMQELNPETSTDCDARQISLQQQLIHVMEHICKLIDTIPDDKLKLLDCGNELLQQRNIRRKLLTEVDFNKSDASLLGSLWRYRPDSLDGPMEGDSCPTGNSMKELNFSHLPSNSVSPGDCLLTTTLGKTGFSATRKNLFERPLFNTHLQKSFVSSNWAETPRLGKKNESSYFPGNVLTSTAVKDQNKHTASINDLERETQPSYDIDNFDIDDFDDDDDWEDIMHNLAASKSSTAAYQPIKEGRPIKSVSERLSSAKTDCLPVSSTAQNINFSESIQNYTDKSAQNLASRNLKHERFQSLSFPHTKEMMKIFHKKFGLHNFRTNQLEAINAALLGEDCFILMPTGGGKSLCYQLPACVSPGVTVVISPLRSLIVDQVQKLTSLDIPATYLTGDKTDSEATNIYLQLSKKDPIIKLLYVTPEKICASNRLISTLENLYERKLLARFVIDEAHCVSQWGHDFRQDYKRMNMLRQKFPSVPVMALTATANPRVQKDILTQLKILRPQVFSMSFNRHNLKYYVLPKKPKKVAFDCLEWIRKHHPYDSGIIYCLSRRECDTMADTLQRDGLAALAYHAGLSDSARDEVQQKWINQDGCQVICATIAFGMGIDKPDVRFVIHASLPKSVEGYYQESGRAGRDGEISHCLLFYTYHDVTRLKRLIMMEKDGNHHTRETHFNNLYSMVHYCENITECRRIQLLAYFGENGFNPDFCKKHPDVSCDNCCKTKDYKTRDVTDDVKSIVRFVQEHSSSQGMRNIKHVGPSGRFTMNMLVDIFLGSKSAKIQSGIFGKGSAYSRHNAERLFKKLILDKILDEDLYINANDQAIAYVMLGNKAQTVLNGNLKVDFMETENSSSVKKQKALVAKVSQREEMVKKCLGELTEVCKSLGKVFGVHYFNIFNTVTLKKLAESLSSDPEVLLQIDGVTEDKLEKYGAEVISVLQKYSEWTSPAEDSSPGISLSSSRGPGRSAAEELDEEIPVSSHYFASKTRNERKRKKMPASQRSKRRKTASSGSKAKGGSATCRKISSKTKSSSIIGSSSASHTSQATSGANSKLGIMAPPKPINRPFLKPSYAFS
HP1b chromo inh – inhibitors of HP1-beta chromodomain binding to methylated histone tails. AlphaScreen HP1-beta / biotin-H3K9me3 peptide binding. actives 0.56% (n = 390,000). AID 540317. Potency, µM (series often up to 114 µM), without a hit: at the highest dose activity change, negative = inhibition, usual class: inhibitors. P83916; further: nearly all actives have a fitted effect of over 70% in size; inactives centre near 23
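Compound inhibition of the preformed complex between 50 nM HP1-beta and 50 nM biotinylated H3K9me3 peptide was read by AlphaScreen. Buffer was PBS pH 7.4 with 0.01% Tween-20. Incubations ran 30 min at room temperature, with 10 ug/mL donor/acceptor beads.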
GLS inh – blocks human kidney-isoform glutaminase activity. AID 624170. O94925. Potency, µM (top dose mostly 45.5 µM), inactives show top-dose activity change, negative = inhibition, actives largely listed as inhibitors. actives 0.21% (n = 410,000). GLS enzymatic activity, qHTS titration; further: on the % scale 0 is the no-effect control and ±100 the full control effect
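Assay buffer: 45 mM KH2PO4 pH 8.2, 0.02% Tween-20. hKGA acts on L-glutamine (1 mM solution added); product glutamate is reported by an oxidase/peroxidase Amplex Red coupling, with fluorescence taken at baseline and 30 min.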
Pin1 inhibitor – inhibitors of human Pin1; Q13526; Pin1 FP peptide displacement, HiFluor488, 10 min; Potency, µM (top dose mostly 115 µM), inactives show at the top dose activity, negative = inhibition, usual class: inhibitors; actives 0.009% (n = 390,000); AID 504891; active means well fitted inhibition curve with a large enough effect in the polarisation, with a control signal flat, not every such curve was filed as active; inconclusive means small, poorly fitted or top-dose-only effect, or effect the other way, or a change in a side signal; inactive means no such curve, though single readings can be large or run the other way; the % refers to the polarisation; further: on the % scale 0 is the no-effect control and ±100 the full control effect
JMJD2A Tudor inh – blocks the human JMJD2A Tudor domain. AlphaScreen JMJD2A-Tudor / H3K4me3 peptide binding. AID 504339. actives 4.4% (n = 390,000). O75164. Potency, µM (series often up to 114 µM), inactives show at the highest dose activity change, negative = inhibition, hits mostly inhibitors; further: on the % scale 0 is the no-effect control and ±100 the full control effect; nearly all actives have a fitted effect of over 50% in size
G9a inh – G9a (human) methyltransferase inhibition; Potency, µM (doses to about 102 µM), inactives show at the top dose activity, negative = inhibition, usual class: inhibitors; actives 8.8% (n = 350,000); G9a H3K9 monomethylation, AlphaScreen, 2 h; Q96KQ7; further: on the % scale 0 is the no-effect control and ±100 the full control effect; nearly all actives have a fitted effect of over 75% in size
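Using a bead-based AlphaScreen, monomethylated H3K9 product from 2 h room-temperature reactions (G9a 20 nM, peptide 500 nM, SAM 20 uM) was detected with 0.5 ug/mL rabbit anti-H3K9me1 antibody.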
Tb PGK inh – blocks T. brucei phosphoglycerate kinase; PGK/GAPDH coupled, Kinase-Glo luminescence, 60 min; P07378; actives 0.043% (n = 380,000); Potency, µM (series often up to 57.5 µM), for the others: at the highest dose activity change, negative = inhibition, actives largely listed as inhibitors; further: on the % scale 0 is the no-effect control and ±100 the full control effect; nearly all actives have a fitted effect of over 60% in size
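Recombinant glycosomal PGK reaction used 1,3-bisphosphoglycerate generated in-well by GAPDH (100nM final) in 100mM TEA pH 7.6, 5mM MgCl2, 0.01% Tween-20. After 60 minutes at room temperature, ATP was read by Kinase-Glo Plus luminescence end-point.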
BAZ2B block – blocks human BAZ2B; AlphaScreen BAZ2B-H3K14Ac peptide displacement; Potency, µM (titrated, usually from 114 µM), for inactives: top-dose activity change, negative = inhibition, actives largely listed as inhibitors; actives 4.4% (n = 360,000); AID 504333; further: on the % scale 0 is the no-effect control and ±100 the full control effect; nearly all actives have a fitted effect of over 60% in size
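Protein-peptide AlphaScreen: BAZ2B 50 nM, b-H3K14Ac 50 nM, 1x PBS pH 7.4 + 0.01% Tween-20. Preincubation 30 min RT; cpd 30 min RT (top 110 uM); beads 20 min RT, light-protected.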
* marks the source's active call; other numbers are inactive results; i = inactive; ? = inconclusive; · = not tested or not shown; & = joins results of further samples; [ ] = another dose, or the depositor's remark. Unless noted, the call rests on the fitted dose curve; in most records, active means well fitted curve in the direction sought with a large enough effect; inconclusive means small, poorly fitted or top-dose-only effect, or another doubt; inactive means no such curve, though single readings can be large; an effect the other way counts as inactive or inconclusive. Potency means the concentration at half of the fitted maximal effect. A portion of the library; rates above refer to the full screens.

SMILES	Pol iota inh	BLM inh	HP1b chromo inh	GLS inh	Pin1 inhibitor	JMJD2A Tudor inh	G9a inh	Tb PGK inh	BAZ2B block
CCCC1C(=O)N(Cc2ccccc2)C(=O)CC1C (centres undefined)	35%[activator]	-6%	56%[activator]	-5%	-4%	4%	40%[activator]	i	39%[activator]
Cc1ccc(CN(CC(=O)N/N=C/c2ccco2)S(=O)(=O)c2ccc(C)cc2)cc1	5%	-8%	-8%	-4%	21%	?	?	i	?
Cc1cc(NC(=O)c2ccccc2F)ncc1NC(=O)c1cccs1	-28%	-7%	-1%	5%	-3%	?	?	·	-26%
CC(=O)Nc1ccc(Oc2ccc(NC(C)=O)c(NC(C)=O)c2)cc1	34%[activator]	1%	51%[activator]	-8%	1%	0%	-10%	6%	-8%
CCCn1nc(CC(=O)O)c2ccccc2c1=O	6%	2%	20%	3%	-5%	-20%	0%[59 µM]	-3%	-3%
COc1cccc(NC(=O)NCc2ccccn2)c1	-8%	-3%	36%	-3%	1%	-8%	63%[activator]	-6%	-3%
CC1OC2C(OC1C)N(S(C)(=O)=O)CCN2S(C)(=O)=O (centres undefined)	12%	-3%	8%	4%	5%	-8%	-60%	0%	7%
CCCN(CCC)CC(O)Cn1cc(/C=C/C(=O)c2ccc(Br)cc2)c2ccccc21 (centres undefined)	-6%	1%	8%	-3%	35%[activator]	?	-1%[59 µM]	-3%	-26%
CCCCOC(=O)c1ccc(NC(=S)NC(=O)c2c(Br)c(C)nn2C)cc1	1%	-3%	-13%	14%	0%	-24%	-4%[59 µM]	i	20%
COc1ccc(NC(=O)CSCC(=O)NCc2ccco2)cc1	12%	·	9%	-2%	-1%	-18%	?	3%	7%
COc1ccc(C(=O)OCC(=O)NC(=O)NC(C)C)cc1OC	1%	-5%	45%[activator]	0%	2%	-8%	-3%	6%	1%
CCOc1ccc(N(CC(=O)NCc2ccco2)S(=O)(=O)c2ccc(OC)c(OC)c2)cc1	-13%	-16%	1%	15%	-3%	?	?	-6%	?
CCC(=O)N(C)CCc1cc2c(c(OC)c1/C=N/NC(=O)c1ccc(Br)cc1)OCO2	?	-5%	?	9%	11%	-19%[57.1 µM]	-8%[59 µM]	-2%	-36%
O=C(NC(C(=O)N/N=C/c1ccccn1)c1n[nH]c(=O)c2ccccc12)c1ccccc1 (centres undefined)	28%	1%	40%[activator]	5%	-1%	1%	-2%	4%	4%
O=C(c1ccc(NS(=O)(=O)c2ccc(Cl)cc2)cc1)N1CCOCC1	36%[activator]	-3%	29%	-7%	-4%	-7%	12%	i	1%
CCCn1c2ccccc2c2cnn(CC(=O)NCc3cc(OC)ccc3OC)c(=O)c21	-18%	-2%	13%	-3%	-5%	-17%	5%[59 µM]	-2%	-1%
CC(=O)Nc1cccc(C(=O)Nc2nc(C)cs2)c1	119%[activator]	-2%	41%[activator]	-11%	2%	-4%	25%	i	-10%
COc1ccc(-n2c(Cc3ccccc3)nnc2SCc2nc(-c3ccccc3C)no2)cc1	2%	-4%	12%	-2%	10%	-25%	-4%[59 µM]	-9%	-13%
COc1ccc(NC(=O)CCC(=O)Nc2nnc(C(C)C)s2)cc1Cl	3%	-2%	59%[activator]	4%	7%	-17%	43%	5%	-7%[57.1 µM]
C=CC[C@@H](CC(=O)N[C@H](CO)Cc1ccccc1)C(=O)NCCOC(=O)[C@@H](CC=C)CC(=O)OC(C)(C)C	35%[activator]	·	21%	9%	-2%	-11%	·	-7%	·
COc1ccccc1NC(=O)C1CCN(C(=O)c2ccc(C(C)(C)C)cc2)CC1	36%[activator]	-7%	11%	-10%	6%	-15%	5%	0%	2%
COc1ccc(NC(=O)c2oc3ccccc3c2NC(=O)C2CCCCC2)c(OC)c1	33%[activator]	-2%	36%	-13%	-11%	-12%	-1%[59 µM]	3%	-4%
FC(F)(F)c1cccc(Cc2noc(CN3C[C@@H]4CCC[C@H]3C4)n2)c1	43%[activator]	-7%	35%	-1%	0%	-9%	3%	5%	-2%
COC(=O)CC(=O)CSc1nc2cc(C(=O)NCC(C)C)ccc2c(=O)n1CCc1ccccc1	-5%	1%	48%[activator]	5%	?	-1%	22%[59 µM]	-7%	1%
CCCCCCCC(=O)NNC(=O)c1c(O)c2ccccc2n(CCC)c1=O	6%	-13%	23%	9%	-6%	-16%	16%	-2%	5%
O=C(N/N=C/c1ccc(N2CCCCC2)o1)c1ccccc1	-1%	-2%	?	-2%	?	50µM*	10µM*	2%	-9%
CC(OC(=O)C1CC(=O)N(Cc2ccco2)C1)C(=O)Nc1ccc(F)cc1Cl (centres undefined)	60%[activator]	·	30%	1%	1%	1%	13%[12.7 µM]	i	-1%
O=C(CN1CCN(c2nc(-c3ccccc3)cs2)CC1)Nc1ccc2c(c1)OCO2	56%[activator]	-10%	-27%	3%	-12%	?	?	4%	-4%
O=C(COC(=O)c1ccc(N2CCCC2=O)cc1)c1ccccc1	40%[activator]	-2%	43%[activator]	14%	4%	-10%	-10%	-4%	6%
CCn1nnnc1NC(=O)c1ccc2ccccc2c1	108%[activator]	-2%	27%	7%	-5%	-7%	·	2%	0%
CCC(=O)N1c2ccc(S(=O)(=O)CCC(=O)NCCC3=CCCCC3)cc2CC1C (centres undefined)	22%	-3%	16%	8%	1%	-22%	32%[0.501 µM]	-17%	3%
Cc1ccc(OCC(=O)Nc2ccc3nc(SCC(=O)N4CCCC4)sc3c2)cc1C	48%[activator]	-5%	48%[activator]	-11%	36%[activator]	-4%	2%[59 µM]	-10%	-19%
CCC1(C(=O)c2ccccc2)C(c2ccc([N+](=O)[O-])cc2)C1(C(=O)OC)C(=O)OC (centres undefined)	40%	-7%	19%	1%	-6%	-21%	8%[59 µM]	-1%	-29%
COc1ccc(NS(=O)(=O)c2cccc3ccccc23)cc1	116%[activator]	·	4%	-9%	-8%	-11%	·	-1%	·
CCCN(CCC)CCCNC(=O)c1cn(-c2ccc(OC)cc2)c(=O)c2ccccc12	-22%	3%	48%[activator]	-6%	-1%	-1%	7%	i	1%
CCN1C(=O)CS/C1=N\S(=O)(=O)c1ccccc1	8%	-4%	13%	-6%	7%	-4%	3%	-9%	-4%
Cc1ccccc1OCC(O)CN1CCN(C)CC1 (centres undefined)	?	5%	20%	-2%	3%	-27%	50µM*	3%	?
CC(C)C[C@@H](CO)N1CCN(C)CCC1=O	-3%&-17%	0%	17%	0%	4%	-15%	-5%	i	-3%[57.1 µM]
C=C1C(C(=O)N2CCN(C)CC2)C1C(=O)N1CCN(C)CC1 (centres undefined)	25%	3%	27%	4%	1%	-1%	10%	·	19%
O=C(N/N=C/c1ccco1)c1cc(-c2ccc(Cl)s2)[nH]n1	?	-3%	23%	-2%	23%	-24%	4%	-6%	-5%
Cc1cccn2c(=O)c(C=Nc3ccc(Cl)cc3)c(NCCO)nc12	7%[58.9 µM]	2%	26%	17%	-6%	-15%	?	2%	10%
O=[N+]([O-])c1ccc(S(=O)(=O)NN=Cc2ccc(Cl)c(Cl)c2)cc1	7%	·	-14%	-4%	1%	?	·	1%	·
Cc1csc(NC(=O)c2oc3ccccc3c2C)n1	-2%	·	36%	-2%	5%	-8%	4%[0.501 µM]	-8%	13%
Cc1ccccc1OCCSc1nc(N(C)C)nc(N(C)C)n1	56%[activator]	-7%	170%[activator]	-1%	1%	121%[activator]	95%[activator][59 µM]	-3%	135%[activator]
CCCCCCCN1CCC(=O)N([C@H](CO)Cc2ccccc2)CC1	23%&24%	1%	45%[activator]	-11%	2%	-6%	-9%	i	2%
Cc1ccccc1-n1nc2c(c1NC(=O)c1cc3ccccc3oc1=O)CS(=O)C2 (centres undefined)	16%	-2%	1%	2%	-1%	-16%	-29%	4%	?
Cc1ccc(-c2cn3c4c(=O)n(C)c(=O)n(C)c4nc3n2-c2cccc(Cl)c2)cc1	?	-4%	56%[activator]	0%	-9%	-5%	2%[59 µM]	-6%	-1%
N#Cc1sc2nc(C3CC3)cc(-c3ccc(Cl)cc3)c2c1N	-6%	-9%	343%[activator]	10%	11%	98%[activator]	283%[activator][59 µM]	-2%	97%[activator]
CCC1(C)Cc2c(sc3nc(SC)nc(NCCN(C)C)c23)CO1 (centres undefined)	22%	-2%	15%	·	-1%	-1%	-41%[59 µM]	11%	5%
Nc1cccnc1Sc1ccccc1	21%	·	26%	1%	-9%	3%	·	i	·
CN(CC(=O)Nc1ccc2c(c1)OCO2)S(=O)(=O)c1ccc2c(c1)CCC(=O)N2	6%	-1%	10%	5%	-7%	-13%	-2%	i	0%
Cc1nc2ccccc2nc1-c1ccc([N+](=O)[O-])cc1	25%	·	-11%[57 µM]	-5%	-1%	-28%	·	1%	·
O=c1[nH]snc1N1CCOCC1	11%	0%	19%	22%	2%	-13%	?	1%	·
Cc1ccc(C(=O)NCC(=O)OCC(=O)NC(C)C2CC3CCC2C3)cc1 (centres undefined)	-3%	·	28%	12%	-2%	-11%	28µM*	-5%	16%
O=C(CSc1nc(O)c(C2CCCCC2)c(=O)[nH]1)Nc1ccc(Cl)cc1	4%	3%	8%	11%	2%	-11%	-48%[59 µM]	-11%	-5%

Some of these compounds in order of molecular weight, descending.
SMILES	Pol iota inh	BLM inh	HP1b chromo inh	GLS inh	Pin1 inhibitor	JMJD2A Tudor inh	G9a inh	Tb PGK inh	BAZ2B block
O=C(c1ccc(NS(=O)(=O)c2ccc(Cl)cc2)cc1)N1CCOCC1	36%[activator]	-3%	29%	-7%	-4%	-7%	12%	i	1%
CCC1(C)Cc2c(sc3nc(SC)nc(NCCN(C)C)c23)CO1 (centres undefined)	22%	-2%	15%	·	-1%	-1%	-41%[59 µM]	11%	5%
CCCCCCCN1CCC(=O)N([C@H](CO)Cc2ccccc2)CC1	23%&24%	1%	45%[activator]	-11%	2%	-6%	-9%	i	2%
CC1OC2C(OC1C)N(S(C)(=O)=O)CCN2S(C)(=O)=O (centres undefined)	12%	-3%	8%	4%	5%	-8%	-60%	0%	7%

Bioassay records deposited in PubChem BioAssay by National Center for Advancing Translational Sciences (NCATS).
